# Source: PubChem BioAssay (NMMLSC)
# VLA-4 inh – inhibition in a human VLA-4 binding assay. P13612. VLA-4 expressing cells, ligand binding flow cytometry. inhibition, % (about 7 µM as worked out from the volumes in the protocol). 330,000 compounds, 0.2% hits; in the data active means inhibition above about 50%
# Target sequence (P13612 whole entry, looked up): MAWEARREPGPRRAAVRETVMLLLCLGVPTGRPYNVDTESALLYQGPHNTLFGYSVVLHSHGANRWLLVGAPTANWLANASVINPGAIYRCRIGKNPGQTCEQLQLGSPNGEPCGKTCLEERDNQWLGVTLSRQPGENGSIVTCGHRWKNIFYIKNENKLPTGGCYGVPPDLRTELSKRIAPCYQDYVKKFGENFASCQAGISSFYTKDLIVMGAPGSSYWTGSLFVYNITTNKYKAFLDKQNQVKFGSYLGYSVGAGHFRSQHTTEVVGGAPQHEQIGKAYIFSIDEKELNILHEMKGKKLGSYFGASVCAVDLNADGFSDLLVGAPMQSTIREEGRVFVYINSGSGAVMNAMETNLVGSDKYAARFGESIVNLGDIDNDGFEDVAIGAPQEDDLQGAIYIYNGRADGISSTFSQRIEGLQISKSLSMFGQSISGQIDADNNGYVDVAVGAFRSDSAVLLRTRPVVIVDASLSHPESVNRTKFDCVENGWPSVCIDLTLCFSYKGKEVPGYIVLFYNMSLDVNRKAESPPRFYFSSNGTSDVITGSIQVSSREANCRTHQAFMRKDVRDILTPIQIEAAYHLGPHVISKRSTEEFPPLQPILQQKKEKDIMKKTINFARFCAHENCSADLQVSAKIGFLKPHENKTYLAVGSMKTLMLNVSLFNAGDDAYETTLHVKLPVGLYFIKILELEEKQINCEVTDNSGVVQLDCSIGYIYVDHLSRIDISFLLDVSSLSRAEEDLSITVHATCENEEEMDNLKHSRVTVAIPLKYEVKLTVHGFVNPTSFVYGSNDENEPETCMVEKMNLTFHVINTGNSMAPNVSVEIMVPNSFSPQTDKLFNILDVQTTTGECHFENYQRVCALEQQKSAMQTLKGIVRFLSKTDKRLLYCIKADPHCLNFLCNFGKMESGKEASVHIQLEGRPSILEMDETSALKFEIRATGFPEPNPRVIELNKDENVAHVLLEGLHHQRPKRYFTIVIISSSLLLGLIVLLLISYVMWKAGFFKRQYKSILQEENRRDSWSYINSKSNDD
# LAP4-GFP MLPCN – modulators of TOR pathway LAP4-GFP in S. cerevisiae; S. cerevisiae LAP4-GFP multiplex, flow cytometry GFP, 3 h; median GFP as percent of DMSO wells; GFP response vs DMSO, % at 10 µM; 320,000 compounds, 0.34% hits; AID 2023;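 active means GFP response vs DMSO above a set limit, about the screen mean plus 3 SD, cut at about 150% in these data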
# GRK2 inh – blocks RNA aptamer binding to human GRK2; bead flow cytometry, FAM-aptamer displacement from GRK2; 330,000 compounds, 0.59% hits; P25098; inhibition of aptamer binding, % at 10 µM;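 active means inhibition of aptamer binding above 40%, roughly 3 SD of noise, on plates passing a quality check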;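 further: median bead fluorescence of bound FAM aptamer so fluorescent compounds give negative values; no value below 0 was filed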
# CIT2 TOR yeast – alters CIT2-GFP fluorescence in TOR pathway yeast screen; S. cerevisiae CIT2-GFP strain, flow cytometry, 3 h; 100 means same as DMSO wells; GFP response vs DMSO, % at 10 µM; 320,000 compounds, 0.065% hits;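 active means GFP response relative to DMSO above a set limit, near the screen mean plus 3 SD, cut at about 150% in these data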;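 further: ratio of well median GFP fluorescence to mean of DMSO wells on the plate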
# Yeast superoxide – yeast age-related superoxide inhibition as caloric restriction mimetic | S. cerevisiae aged cells, superoxide DHE fluorescence; stronger effect = lower value | superoxide response (% of plate mean), % at 10 µM | 330,000 compounds, 0.18% hits | AID 2690;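 active means superoxide response under a set limit, about three screen SD below normal, cut at about 65% in these data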;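 further: yeast aged for seven days with compound at 30 °C before DHE staining; 100% = average MFI of all compound-treated wells on the plate with controls excluded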
# MEP2-GFP yeast – yeast TOR pathway MEP2-GFP modulation; GFP response vs DMSO, % at 10 µM; S. cerevisiae MEP2-GFP strain, flow cytometry GFP, 3 h; 100% = DMSO control level; 330,000 compounds, 0.51% hits;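 active means GFP response versus DMSO above a set limit, roughly screen mean plus 3 SD, cut at about 180% in these data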;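 further: median GFP fluorescence of the barcode-gated MEP2-GFP cells per well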
# RPL19A TOR yeast – alters RPL19A-GFP fluorescence in TOR pathway yeast screen | S. cerevisiae RPL19A-GFP strain, flow cytometry, 3 h; stronger effect = lower value | percent response vs DMSO, % at 10 µM | 330,000 compounds, 0.3% hits | AID 2025;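 active means percent response vs DMSO below 50%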;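 further: median channel GFP fluorescence of the barcoded RPL19A-GFP strain; ratio of sample median GFP to plate DMSO average so 100% = DMSO; lower means less RPL19A-GFP as with rapamycin TOR inhibition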
# AGP1-GFP MLPCN – alters AGP1-GFP fluorescence in TOR pathway yeast screen; 320,000 compounds, 0.02% hits; S. cerevisiae AGP1-GFP multiplex flow cytometry, 3 h; GFP as percent of DMSO wells; GFP response vs DMSO, % at 10 µM;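 active means GFP response relative to DMSO above a set limit, near screen average plus 3 SD, cut at about 150% in these data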;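 further: median GFP channel fluorescence of the gated AGP1 strain per well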
# Numbers without * were called inactive; i = inactive; x = not tested or not shown.
SMILES,VLA-4 inh,LAP4-GFP MLPCN,GRK2 inh,CIT2 TOR yeast,Yeast superoxide,MEP2-GFP yeast,RPL19A TOR yeast,AGP1-GFP MLPCN
N#CCOc1coc(CN2CCN(c3cccc(Cl)c3)CC2)cc1=O,0,91,0,96,102,85,99,96
Cc1cc(C)c2c(CN3CCOCC3)cc(=O)oc2c1,7,115,0,110,97,101,108,116
Cc1ccc([N+](=O)[O-])c(OCC(O)CNC(C)(C)C)c1 (stereo not drawn),10,106,0,94,103,103,101,103
COc1ccc(CNC(=O)COc2ccc(S(=O)(=O)N3CCOCC3)cc2C)cc1,9,95,0,110,100,103,99,109
O=C(NCCCN1CCN(C2CCCCC2)CC1)Nc1ccccc1C(F)(F)F,-4,98,3,102,90,102,105,98
COc1cc([N+](=O)[O-])cc(/C=N/NC(=O)CSc2nnc(-c3ccccc3)n2C)c1O,6,95,2,105,120,98,100,106
NC(=O)c1sc2nc(-c3ccccc3)c3c(c2c1N)CCCC3,-1,117,6,76,103,89,92,86
CCOC(=O)CN1C(=O)Nc2ccc(Br)cc2C1c1ccccc1 (stereo not drawn),i,108,4,97,105,108,98,99
COC(=O)NCC(C)OC(=O)Nc1cccc(Cl)c1 (stereo not drawn),8,104,0,87,128,96,95,99
O=C(CN1CCN(S(=O)(=O)c2ccccc2)CC1)NCc1ccccc1,-1,99,0,107,102,104,102,99
O=C(COC(=O)c1ccc([N+](=O)[O-])s1)Nc1ncc(C(F)(F)F)cc1Cl,-12,97,0,106,104,105,105,101
O=S(=O)(Nc1nc2ccccc2s1)c1cnc(Cl)c(Br)c1,12,105,0,114,97,99,98,101
Cc1ccc(S(=O)(=O)N2CCOCC2)cc1C(=O)N1CCN(S(=O)(=O)c2cccs2)CC1,2,99,1,102,100,102,98,104
CCOc1cc(S(=O)(=O)N2CCCCC2)ccc1F,-2,107,0,98,101,100,101,x
O=C(/C=C/c1ccccc1)NC(=S)Nc1ccc2c3c(cccc13)CC2,-4,95,2,96,101,100,99,98
CC(C)c1ccc(NC(=O)N2CCOCC2)cc1,8,85,2,113,99,107,109,101
CC(C)NS(=O)(=O)c1ccc(CCC(=O)N2CCCC2)cc1,5,104,3,105,111,96,99,x
CCn1c(SCC(=O)NC2CCCC2)nnc1-c1ccncc1,3,95,0,91,93,100,104,93
CSc1cccc(NC(=O)c2cccc3cccnc23)c1,-13,110,0,90,103,105,104,90
O=C(O)C1C2C=CC(C2)C1C(=O)NCCC1=CCCCC1 (stereo not drawn),8,101,1,104,103,114,100,106
O=C1C=C(Nc2ccc(Cl)cc2Cl)CC(c2ccco2)C1 (stereo not drawn),-1,91,0,96,98,97,93,100
CCOC(=O)CSC1=C(C#N)C(c2ccccc2OC)CC(=O)N1 (stereo not drawn),0,87,2,94,109,88,100,100
O=C1NC(=O)/C(=C/c2ccco2)N1,-3,105,0,105,93,112,96,99
Cc1nn(-c2ccccc2)c2nc(C(F)(F)F)[nH]c(=O)c12,0,104,3,118,127,101,109,107
CSc1nc(Oc2ccccc2)c2sccc2n1,-2,90,0,95,97,93,97,94
Cc1noc(C)c1COc1ccc(C(=O)OCC(=O)Nc2cccc(S(=O)(=O)N3CCOCC3)c2)cc1,13,103,3,103,102,107,102,109
O=C(NNC1=NCCN1Cc1ccccc1)c1cccc(C(F)(F)F)c1,8,125,0,98,80,104,97,111
COc1ccc(CCN(C)C2CCCN(C(=O)CCC(F)(F)F)C2)cc1OC (stereo not drawn),-3,101,1,109,87,107,99,102
CS(=O)(=O)c1ccc(Cl)c(NC(=O)c2cccc(-n3cnnn3)c2)c1,11,97,2,108,91,94,96,109
CC1CCN(S(=O)(=O)N2CCCC(C(=O)NCc3ccccc3Cl)C2)CC1 (stereo not drawn),5,86,1,97,109,96,91,91
COc1ccc(NS(=O)(=O)c2ccc(C)c(C(=O)NCC(c3cccs3)N3CCOCC3)c2)cc1 (stereo not drawn),14,101,0,95,109,105,98,101
CCOC(=O)/C=c1\s/c(=C\c2ccc3c(c2)OCCO3)c(=O)n1CC(=O)NCC1CCCO1 (stereo not drawn),3,89,2,94,106,107,95,102
CC(=O)c1ccc(OCc2cc(C(=O)N(C)Cc3ncc(C)[nH]3)no2)cc1,5,68,3,102,94,95,109,92
O=C1N=c2ccc(Br)cc2=C1c1sc(=S)n(NS(=O)(=O)c2ccccc2)c1O,-10,91,0,97,104,102,99,106
CC(Sc1ccc2ccccc2c1)C(=O)NC(N)=O (stereo not drawn),5,105,1,97,125,103,103,102
Cn1c(SCC(=O)NC(=O)c2cccc([N+](=O)[O-])c2)nnc1-c1ccc(F)cc1,28,97,1,108,105,110,108,104
CC(C)C(NC(=O)c1ccccc1NC(=O)C(C)(C)C)C(=O)N1CCOCC1 (stereo not drawn),4,90,7,92,77,91,96,96
Cc1cc(C)cc(NC(=O)Cn2c(-c3ccccc3Cl)nc3ccccc32)c1,18,98,0,98,109,104,105,97
Oc1cccc2ccc(/C=C/c3cccs3)nc12,-4,112,0,102,91,90,88,84
COc1cc(OC)cc(C(=O)NCc2ccc(-n3cccc3)cc2)c1,3,90,0,106,102,102,102,91

# Entries of single compounds, quoted from the list:
# `CC(Sc1ccc2ccccc2c1)C(=O)NC(N)=O` (stereo not drawn) in the list: VLA-4 inh = 5; LAP4-GFP MLPCN = 105; GRK2 inh = 1; CIT2 TOR yeast = 97; Yeast superoxide = 125; MEP2-GFP yeast = 103; RPL19A TOR yeast = 103; AGP1-GFP MLPCN = 102
# `O=C1N=c2ccc(Br)cc2=C1c1sc(=S)n(NS(=O)(=O)c2ccccc2)c1O` in the list: VLA-4 inh = -10; LAP4-GFP MLPCN = 91; GRK2 inh = 0; CIT2 TOR yeast = 97; Yeast superoxide = 104; MEP2-GFP yeast = 102; RPL19A TOR yeast = 99; AGP1-GFP MLPCN = 106
# `COc1ccc(NS(=O)(=O)c2ccc(C)c(C(=O)NCC(c3cccs3)N3CCOCC3)c2)cc1` (stereo not drawn) in the list: VLA-4 inh = 14; LAP4-GFP MLPCN = 101; GRK2 inh = 0; CIT2 TOR yeast = 95; Yeast superoxide = 109; MEP2-GFP yeast = 105; RPL19A TOR yeast = 98; AGP1-GFP MLPCN = 101

# (more compounds)
SMILES,VLA-4 inh,LAP4-GFP MLPCN,GRK2 inh,CIT2 TOR yeast,Yeast superoxide,MEP2-GFP yeast,RPL19A TOR yeast,AGP1-GFP MLPCN
CC1CCCN(C(=O)CSCC(=O)N=c2sc3ccccc3n2C)C1 (stereo not drawn),18,105,3,86,127,120,91,87
C=CCc1ccccc1OCC(O)CN1CCN(c2ccccc2OC)CC1 (stereo not drawn),16,95,0,92,96,100,95,98
O=C(c1cccnc1)N1CCN(C(=O)c2cccc(Cl)c2)CC1,4,98,0,105,107,109,107,107
N#Cc1cnn(-c2ccccc2)c1NC(=O)c1ccccc1F,44,99,1,101,90,103,103,105
CSc1ccc(/C=N/NC(=O)c2ccccc2Cl)cc1,8,121,2,96,95,118,101,104
O=C(Nc1ccccc1)c1cc(S(=O)(=O)NCc2ccncc2)ccc1Cl,17,91,2,97,100,97,97,95
COC(=O)c1cc(-c2cccc(OC)c2)on1,0,106,0,102,148,104,99,104
Cn1cc(CN2CCN(CCc3ccccc3)C(CCO)C2)cn1 (stereo not drawn),4,101,1,103,112,107,107,104
O=[N+]([O-])c1cccc(S(=O)(=O)N2CCN(c3ccccn3)CC2)c1,-4,98,0,103,108,101,105,99
O=Cc1c[nH]c2ccc(S(=O)(=O)N3CCOCC3)cc12,-8,94,3,102,91,100,100,102
O=C(OCC(=O)N1CCCC1=O)c1ccc(F)c(S(=O)(=O)N2CCOCC2)c1,9,77,0,94,98,98,105,90
Cc1ccc2nc(N3CCN(S(=O)(=O)c4ccc(C)c(Cl)c4)CC3)c(C#N)cc2c1,-9,112,0,108,82,112,107,104
COc1ccccc1CN1C(=O)CN(C2CCCCCC2)C(=O)C1c1ccc(F)cc1 (stereo not drawn),6,103,0,92,115,101,101,105
O=C(COC(=O)c1cc(=O)c2ccccc2o1)NC1CCCCC1,6,97,0,104,102,100,101,104
N#Cc1c(N)nc(SC2CCCCC2=O)c(C#N)c1-c1ccco1 (stereo not drawn),-5,105,2,114,95,109,103,110
S=C(NCCc1ccccn1)Nc1ccccc1,2,109,0,109,89,114,116,128
O=C(COc1ccccc1-c1ccccc1)N/N=C/c1cccnc1,1,109,6,84,108,91,93,92
CC(=O)Cn1c(=O)c2c(nc3n2CCCN3Cc2ccccc2)n(C)c1=O,3,96,5,94,88,92,97,106
COc1ccc(CN(C)CCc2ccccn2)cc1OC,6,100,3,106,99,105,107,100
Cc1noc(C)c1C(=O)Nc1sc2c(c1C(N)=O)CCCCC2,16,100,5,105,88,106,98,104
COc1cc(OC)cc(-c2c(-c3cccs3)c3cc(-c4ccc(OC)nc4)ccc3n2C)c1,46,117,2,104,75,103,102,102
CN(C)CCN1C(=O)NC(C)(c2ccc([N+](=O)[O-])cc2)C1=O (stereo not drawn),9,102,5,98,103,111,102,98
COc1ccc(F)cc1C(=O)C1CCCN(C(=O)c2ocnc2C)C1 (stereo not drawn),2,101,0,92,116,95,97,99
OCCN(Cc1ccccc1)CC(O)COc1ccc2c(c1)OCO2 (stereo not drawn),1,104,1,104,103,112,108,98
NC(=O)CSc1nnc(COc2ccccc2)n1CCc1ccccc1,0,100,1,97,104,98,99,96
Cc1ccccc1OC(C)C(=O)Nc1ccc(S(=O)(=O)Nc2nccs2)cc1 (stereo not drawn),-7,104,2,103,98,95,100,106
CC1CCN(S(=O)(=O)c2ccc(NC(=O)c3ccncc3)cc2)CC1,-41,95,21,97,101,100,102,97
CCn1nc(C)c(NC(=O)CCSc2nc(-c3ccco3)cc(C(F)(F)F)n2)c1C,15,104,0,102,99,104,102,x
CCOc1ccccc1CN1CCN(Cc2nc3c(s2)CCCC3)CC1CCO (stereo not drawn),7,93,0,113,96,110,109,108
O=Cc1cn(Cc2ccccc2)nc1-c1cccnc1,-9,99,0,107,92,106,113,100
CC1=C(C(N)=O)C(c2ccc(Cl)cc2)n2nc(CCCO)nc2N1 (stereo not drawn),-1,x,0,83,86,89,81,88
Cc1cc(/C=C2/C(=N)N3C(=NC2=O)SN=C3S(C)(=O)=O)c(C)n1-c1ccccc1F,10,99,0,105,108,109,105,98
Cc1cccc2nc3ccccc3cc12,6,109,2,104,110,108,99,108
Cc1c(N(C)C(=O)c2ccc3c(c2)OCO3)c(=O)n(-c2ccccc2)n1C,-5,93,1,96,94,108,102,106
COc1cc(OC)cc(-c2c(C#Cc3ccsc3)c3cc(-c4ccc(OC)c(OC)c4)ccc3n2C)c1,-15,97,3,98,94,98,96,95
Cc1ccc(COc2ccc(/C=N/NC(=O)c3nnn(-c4nonc4N)c3COc3ccc(F)cc3)cc2)cc1,3,103,4,105,91,106,98,110
C[C@H]1CN([C@@H](C)CO)C(=O)c2cccc(NC(=O)Nc3ccc(F)cc3)c2O[C@@H]1CN(C)Cc1ccc(C(=O)O)cc1,14,98,3,92,92,99,90,97
Nc1ccc(C(=O)c2cccs2)cc1,-9,85,0,91,96,89,106,103
COc1ccc(Nc2ccc(N3C(=O)CCCC3=O)cc2[N+](=O)[O-])c(OC)c1,-5,94,5,83,108,83,94,94
CCOC(=O)c1nnn(-c2nonc2N)c1-c1ccc(OCC)cc1,5,98,0,102,86,116,106,104
CC(OC(=O)CCN=C1NS(=O)(=O)c2ccccc21)C(=O)c1ccccc1 (stereo not drawn),5,104,0,87,108,94,91,102
Cc1ccc(NC(=O)C/C(N)=N/OC(=O)Nc2ccc(C)c(Cl)c2)cc1,13,98,0,110,108,99,106,104
